KDM4E inh: blocks human JMJD2E demethylase activity. B2RXH2. JMJD2E catalytic domain, FDH-coupled NADH fluorescence (FDH is formaldehyde dehydrogenase). Potency, µM (doses to about 57.1 µM), without a hit: top-dose activity change, negative = inhibition, actives largely listed as inhibitors. 230,000 compounds, 1.6% hits. AID 2147; active means well fitted inhibition curve with a large enough effect, not every such curve was filed as active; inconclusive means small, poorly fitted or top-dose-only effect, or another doubt; inactive means no such curve, though single readings can be large or run the other way;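 further: 0% = wells with enzyme and -100% = buffer wells without enzyme; nearly all actives have a fitted effect of over 50% in size; many of its hits are not listed in these tables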
Target sequence (B2RXH2 1-337 limits assumed): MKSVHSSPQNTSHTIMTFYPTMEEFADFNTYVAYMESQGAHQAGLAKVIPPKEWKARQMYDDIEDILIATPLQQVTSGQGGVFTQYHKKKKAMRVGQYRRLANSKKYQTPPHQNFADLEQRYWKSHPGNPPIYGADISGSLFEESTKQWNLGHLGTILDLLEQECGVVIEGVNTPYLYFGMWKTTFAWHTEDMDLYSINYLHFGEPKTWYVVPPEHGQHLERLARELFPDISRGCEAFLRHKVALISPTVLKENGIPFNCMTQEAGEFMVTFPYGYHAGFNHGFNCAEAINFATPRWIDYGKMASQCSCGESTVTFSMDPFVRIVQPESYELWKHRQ
Tau fluor cs: counter-screen for tau fibril formation inhibitors | tau K18 P301L Alexa594 fluorescence, heparin fibrillization | Potency, µM (series often up to 57.7 µM), for the others: at the top dose activity change, negative = decrease | 280,000 compounds, 0.93% hits; further: on the % scale 0 is the no-effect control and ±100 the full control effect; nearly all actives have a fitted effect of over 55% in size
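Human K18 P301L tau (15 uM unlabeled plus 0.24 uM Alexa 594-labeled, final) in 100 mM sodium acetate pH 7 was mixed with compound and 20 uM heparin and incubated 6 hr at 37 C.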
Tau FP inhib: tau fibrillization inhibition (FP). P10636. K18 P301L tau heparin fibrillization, Alexa594 FP, 6 h. Potency, µM (series often up to 57.7 µM), for the others: at the top dose activity, negative = inhibition, actives largely listed as inhibitors. 280,000 compounds, 0.39% hits; further: on the % scale 0 is the no-effect control and ±100 the full control effect; nearly all actives have a fitted effect of over 55% in size
Target sequence (P10636 561-689 P618L limits assumed): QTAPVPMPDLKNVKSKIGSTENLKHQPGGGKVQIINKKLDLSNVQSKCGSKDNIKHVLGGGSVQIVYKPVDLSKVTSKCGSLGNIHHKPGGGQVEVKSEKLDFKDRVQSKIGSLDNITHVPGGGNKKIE
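Human K18 P301L fragment (15 uM unlabeled plus 0.24 uM Alexa 594-labeled) in 100 mM sodium acetate pH 7 with compound, aggregation induced by 20 uM heparin for 6 hr at 37 C. ThT (30 uM) added for 1 hr, then Alexa 594 FP read.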
ALDH1A1 inh: ALDH1A1 (human) enzyme inhibition | P00352 | Purified ALDH1A1, NADH fluorescence, propionaldehyde substrate | Potency, µM (series often up to 75.3 µM), inactives show at the highest dose activity, negative = inhibition, actives largely listed as inhibitors | 220,000 compounds, 7.3% hits | AID 1030; active means well fitted inhibition curve with a large enough effect, not every such curve was filed as active; inconclusive means small, poorly fitted or top-dose-only effect, or another doubt; inactive means no such curve, though single readings can be large or run the other way;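 further: plate controls were no enzyme wells and a reference inhibitor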
Target sequence (P00352 whole entry, looked up): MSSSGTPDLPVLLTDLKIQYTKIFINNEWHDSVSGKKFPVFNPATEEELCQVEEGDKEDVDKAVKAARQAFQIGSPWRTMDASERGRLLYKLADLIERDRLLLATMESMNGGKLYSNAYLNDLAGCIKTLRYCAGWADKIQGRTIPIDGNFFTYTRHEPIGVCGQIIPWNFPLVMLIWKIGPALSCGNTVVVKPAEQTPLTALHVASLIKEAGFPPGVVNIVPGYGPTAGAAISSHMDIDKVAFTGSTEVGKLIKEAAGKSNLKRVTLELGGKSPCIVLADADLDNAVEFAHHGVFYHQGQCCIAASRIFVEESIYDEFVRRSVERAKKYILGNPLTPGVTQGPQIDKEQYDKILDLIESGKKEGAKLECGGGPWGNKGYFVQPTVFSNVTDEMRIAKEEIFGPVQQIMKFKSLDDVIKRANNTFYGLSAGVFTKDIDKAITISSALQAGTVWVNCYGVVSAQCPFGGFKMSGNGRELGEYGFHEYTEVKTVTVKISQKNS
Tau fibril ThT: blocks human tau fibril formation measured by thioflavin T; Potency, µM (titrated, usually from 57.4 µM), without a hit: top-dose activity, negative = inhibition, hits mostly inhibitors; P10636; AID 1460; 270,000 compounds, 2.1% hits; recombinant tau K18 P301L (four-repeat tau fragment), heparin-induced fibrillization, ThT fluorescence; further: on the % scale 0 is the no-effect control and ±100 the full control effect; nearly all actives have a fitted effect of over 55% in size
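Tau K18 P301L fragment (15 uM unlabeled plus 0.24 uM Alexa 594-labeled) in 100 mM sodium acetate pH 7 with compound, fibrillization induced by 20 uM heparin for 6 hr at 37 C. Thioflavin T (30 uM) added, fluorescence read after 1 hr (ex 450, em 510 nm).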
SMN2 splice up: increases expression of the SMN2 splice variant. HEK293 SMN2-luciferase splicing reporter, luminescence, 30-36 h. Potency, µM (top dose mostly 46.1 µM), without a hit: at the highest dose activity change, positive = activation, usual class: activators. 210,000 compounds, 2.8% hits; further: % of control where 0% means no effect; nearly all actives have a fitted effect of over 55% in size
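HEK293 cells carry an SMN2 minigene-luciferase reporter in which exon 7 inclusion puts luciferase in frame. Cells were seeded at 2000 cells/well, attached for 10-12 hours, then exposed to compounds for 30-36 hours at 37C before ONE-Glo luminescence.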
HTT ATP protect: protects HTT-Q103 PC12 cells, measured by ATP. PC12 HTT-Q103 induced, cytoprotection, ATP luminescence, 40 h. 230,000 compounds, 0.14% hits. Potency, µM (titrated, usually from 56.4 µM), inactives show cytoprotection (ATP increase), most hits filed as activators;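 further: % of control where 0% means no effect; nearly all actives have a fitted effect of over 45% in size; toxic huntingtin expression switched on by the ecdysone agonist tebufenozide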
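Readout: ATPlite luminescence (ATP level). Model: stable PC12, inducible Htt exon1 Q103-GFP. Inducer: tebufenozide, 100 nM final. Compounds: dose series. No G418 in medium.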
HTT aggregate: inhibitors of mutant huntingtin aggregate formation in PC12 cells; PC12 HttQ103-GFP aggregates, Acumen cytometry, 40 h; Potency, µM (series often up to 46.1 µM), inactives show at the highest dose activity change, negative = inhibition, usual class: inhibitors; 220,000 compounds, 1.1% hits; further: on the % scale 0 is the no-effect control and ±100 the full control effect; nearly all actives have a fitted effect of over 60% in size
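Ecdysone-promoter PC12 model expressing HTT exon 1 Q103 fused to GFP, induced by tebufenozide at 100 nM final. Compounds titrated; aggregates sized 1–25 µm scored on a 488 nm laser cytometer.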
* marks the source's active call; other numbers are inactive results; & = joins results of further samples; [ ] = dose if it differs, or a comment. Unless noted, the call rests on the fitted dose curve; in most records, active means well fitted curve in the direction sought with a large enough effect; inconclusive means small, poorly fitted or top-dose-only effect, or another doubt; inactive means no such curve, though single readings can be large; an effect the other way counts as inactive or inconclusive. Potency means the concentration at half of the fitted maximal effect. A portion of the library, so the mix of outcomes need not match the whole.

CNC(=O)c1ccc2c(c1)nnn2C was read as KDM4E inh 3%, Tau fluor cs -1%, Tau FP inhib -7%, ALDH1A1 inh 6%, Tau fibril ThT -7%, SMN2 splice up 19% and HTT aggregate 9%.
`CCOC(=O)C1(Cc2ccccc2C(F)(F)F)CCN(CC2CC2)CC1` gave KDM4E inh -13%, Tau fluor cs 3%, Tau FP inhib 3%, ALDH1A1 inh 7%, Tau fibril ThT 3%, HTT ATP protect 12%[10 µM] and HTT aggregate -2%[9.22 µM].
For C/C=C/OC(=O)NC(c1ccccc1)[C@]1(C(C)=O)CCOC1=O (stereo partly specified) the results were Tau fluor cs 1%[11.6 µM], Tau FP inhib 5%[11.6 µM], ALDH1A1 inh -17%[13.5 µM], Tau fibril ThT -7%[11.5 µM] and HTT ATP protect inconclusive.
Screening NC(=O)c1ccc(NC(=O)CSc2nnc(-c3ccncc3)n2Cc2ccco2)cc1 returned KDM4E inh 0%, Tau fluor cs 13%, Tau FP inhib 1%, HTT ATP protect 5%[10 µM] and HTT aggregate -16%[9.22 µM].
`O=S(=O)(NCCCN1CCN(c2ccccc2F)CC1)c1cccc2cccnc12` gave KDM4E inh 7%, Tau fluor cs -10%, Tau FP inhib 1%, ALDH1A1 inh inconclusive, Tau fibril ThT 1%, SMN2 splice up -1%, HTT ATP protect 4% and HTT aggregate 3%.
For COc1ccc(-c2cc(C(F)(F)F)n3nc(C(=O)NCCCn4ccnc4)cc3n2)cc1 the results were KDM4E inh inconclusive, Tau fluor cs 4%, Tau FP inhib 3%, ALDH1A1 inh inconclusive, Tau fibril ThT -14%, SMN2 splice up -18%, HTT ATP protect 18% and HTT aggregate -6%[9.22 µM].
`O=[N+]([O-])c1ccc(Oc2ccc(S(=O)(=O)Nc3ccccc3)cc2)cc1` gave KDM4E inh 4%, Tau fluor cs inconclusive, Tau FP inhib 1%, ALDH1A1 inh -7%, Tau fibril ThT -11%, SMN2 splice up -76%[inhibitor], HTT ATP protect 25%[10 µM] and HTT aggregate -30%.
`O=C(CCl)Nc1ccc(Sc2ccc(NC(=O)CCl)cc2)cc1` gave KDM4E inh -7%, Tau fluor cs -7%, Tau FP inhib -9%, HTT ATP protect -14%[10 µM] and HTT aggregate 21%[9.22 µM].
`CC1/C(=N/O)CC(c2ccccc2)N(C)C1c1ccccc1` (stereo unspecified) gave KDM4E inh 1%, Tau fluor cs -8%, Tau FP inhib -5%, ALDH1A1 inh 3%, Tau fibril ThT -6%, SMN2 splice up -26%, HTT ATP protect 37%[10 µM] and HTT aggregate -5%.
`COc1ccc(C2C(C(=O)Nc3cccnc3)=C(C)Nc3nc(-c4cccs4)nn32)cc1OC` (stereo unspecified) gave KDM4E inh -17%, Tau fluor cs -2%, Tau FP inhib 3%, ALDH1A1 inh -7%, Tau fibril ThT -3%, SMN2 splice up 4%, HTT ATP protect 6%[10 µM] and HTT aggregate -2%.
Cc1ccc(N(Cc2cc3ccccc3[nH]c2=O)S(=O)(=O)c2ccccc2)cc1 was read as KDM4E inh inconclusive, Tau fluor cs inconclusive, Tau FP inhib -18%, ALDH1A1 inh -13%, Tau fibril ThT -2%, SMN2 splice up 5%, HTT ATP protect -4%[10 µM] and HTT aggregate -10%.
C=CCn1c(O)c(N=O)c2cc(C)ccc21 was read as KDM4E inh -2%, Tau fluor cs -11%, Tau FP inhib -2%, ALDH1A1 inh -13%, Tau fibril ThT inconclusive, HTT ATP protect 14%[10 µM] and HTT aggregate 7%[9.22 µM].
Screening Cn1c(=O)n(C)c2cc(NS(=O)(=O)c3ccc(F)cc3)ccc21 returned KDM4E inh -12%, Tau fluor cs 3%&-11%, Tau FP inhib -1%&-1%, ALDH1A1 inh -7%, Tau fibril ThT 1%&-12%, SMN2 splice up inconclusive, HTT ATP protect 23% and HTT aggregate -3%.
Screening CCn1cc(CN2CCc3c([nH]c4ccccc34)C2c2cccc(O)c2)c(C)n1 (stereo unspecified) returned KDM4E inh inconclusive, Tau fluor cs inconclusive, Tau FP inhib 3%, ALDH1A1 inh -5%, Tau fibril ThT -26%, HTT ATP protect 17%[10 µM] and HTT aggregate -1%[9.22 µM].
Cc1cccc(N2CCN(C(=O)c3cc4c(=O)oc5ccccc5c4s3)CC2C)c1 (stereo unspecified) was read as Tau fluor cs -28%, Tau FP inhib 5%, Tau fibril ThT inconclusive and SMN2 splice up -4%.
Screening COc1ccc(OC)c(NC(=O)[C@@H]2CCCN2C(=O)c2cccs2)c1 returned KDM4E inh -3%, Tau fluor cs 6%, Tau FP inhib -3%, ALDH1A1 inh -5%, Tau fibril ThT 12%, SMN2 splice up 5.6µM*, HTT ATP protect 3%[10 µM] and HTT aggregate 3%.
`O=C(Cc1ccccc1F)NCC1(N2CCOCC2)CCCCC1` gave KDM4E inh -13%, Tau fluor cs 3%, Tau FP inhib 5%, ALDH1A1 inh 12%, Tau fibril ThT 8%, HTT ATP protect -11%[10 µM] and HTT aggregate -23%[9.22 µM].
O=C(NCc1ccc(F)cc1)C(=O)Nc1nc(C23CC4CC(CC(C4)C2)C3)cs1 was read as KDM4E inh 6%, Tau fluor cs -8%, Tau FP inhib -2%, ALDH1A1 inh -5%, Tau fibril ThT -5%, SMN2 splice up -50% and HTT aggregate -4%.
`CCOC(=O)C1NN=C(C(=O)c2ccccc2)C1c1ccc(OC)cc1` (stereo unspecified) gave KDM4E inh 0%, Tau fluor cs -11%, Tau FP inhib 4%, ALDH1A1 inh 28%, Tau fibril ThT -9%, SMN2 splice up -18%, HTT ATP protect 8% and HTT aggregate -3%.
For CN(CC(=O)N1CCN(c2ccccc2)CC1)S(=O)(=O)c1cccs1 the results were KDM4E inh 2%, Tau fluor cs -9%, Tau FP inhib -4%, ALDH1A1 inh 8%, Tau fibril ThT -5%, SMN2 splice up 1%, HTT ATP protect -31%[inhibitor] and HTT aggregate -15%.
`CON/C=C(\C=Nc1ccc(F)cc1)c1ncc(C(F)(F)F)cc1Cl` gave KDM4E inh 5%, Tau fluor cs -27%, Tau FP inhib -10%, ALDH1A1 inh 0%, Tau fibril ThT -19%, SMN2 splice up -8%, HTT ATP protect 1%[10 µM] and HTT aggregate -3%.
`O=C1c2ccccc2C(=O)N1OCc1ccccc1` gave KDM4E inh -5%, Tau fluor cs 2%, Tau FP inhib 8%, ALDH1A1 inh -4%, Tau fibril ThT 1%, SMN2 splice up -4%, HTT ATP protect 27% and HTT aggregate 3%.
CC(=O)Oc1c(S(=O)(=O)c2ccc(C)cc2)c(C)nn1-c1ccccc1 was read as KDM4E inh 2%, Tau fluor cs -7%, Tau FP inhib 0%, ALDH1A1 inh inconclusive, Tau fibril ThT -7%, SMN2 splice up -11%, HTT ATP protect -7% and HTT aggregate -10%.
For CNC1=CC(=O)CC(c2ccccc2)C1 (stereo unspecified) the results were KDM4E inh -4%, Tau fluor cs 4%, Tau FP inhib -7%, ALDH1A1 inh 1%, Tau fibril ThT 2%, SMN2 splice up -3%, HTT ATP protect 21% and HTT aggregate -4%.
CCOc1cccc(C(=O)Nc2nnc(-c3cccs3)s2)c1 was read as KDM4E inh inconclusive, Tau fluor cs -6%, Tau FP inhib -9%, ALDH1A1 inh inconclusive, Tau fibril ThT -6%, SMN2 splice up 13µM*, HTT ATP protect -2% and HTT aggregate 16%[9.22 µM].
Screening COc1ccccc1CNC(=O)CS(=O)(=O)Cc1nc(-c2ccccc2C)oc1C returned Tau fluor cs -7%, Tau FP inhib 3%, Tau fibril ThT -13% and SMN2 splice up -2%.
For O=C(Nc1ccc(F)cc1F)c1ccc(-n2cccn2)nc1 the results were KDM4E inh -23%, Tau fluor cs -2%, Tau FP inhib 10%, ALDH1A1 inh -5%, Tau fibril ThT -7%, SMN2 splice up -23%, HTT ATP protect -28% and HTT aggregate -10%.
For O=c1oc2ccccc2c(N2CCCCC2)c1CN1CCCCC1 the results were KDM4E inh -6%, Tau fluor cs -8%, Tau FP inhib 4%, ALDH1A1 inh 14µM*, Tau fibril ThT -1%, SMN2 splice up -7%, HTT ATP protect 8%[10 µM] and HTT aggregate inconclusive.
For COc1ccc(OC)c(Nc2nc(N)nc(CSc3nnc(N)s3)n2)c1 the results were KDM4E inh -6%, Tau fluor cs -5%, Tau FP inhib 7%, ALDH1A1 inh 9%, Tau fibril ThT -4%, SMN2 splice up 15%, HTT ATP protect 6%[10 µM] and HTT aggregate 8%.
Cc1ccc(S(=O)(=O)N2CCOCC2)cc1NC(=O)c1cccc(S(=O)(=O)N2CCCC2)c1 was read as KDM4E inh 6%, Tau fluor cs -12%, Tau FP inhib -9%, ALDH1A1 inh -1%, Tau fibril ThT -7%, SMN2 splice up -3%, HTT ATP protect inconclusive and HTT aggregate -1%.
COc1cc(C(=O)N/N=C/c2ccccn2)cc(OC)c1OC was read as KDM4E inh inconclusive, Tau fluor cs 4%, Tau FP inhib -5%, ALDH1A1 inh -6%, Tau fibril ThT -11%, SMN2 splice up -16%, HTT ATP protect 4%[10 µM] and HTT aggregate 0%.
For COc1ccccc1OCCNC(=O)Cc1ccc(Cl)c(Cl)c1 the results were KDM4E inh 0%, Tau fluor cs -20%, Tau FP inhib -7%, ALDH1A1 inh 6%, Tau fibril ThT -5%, SMN2 splice up -7%, HTT ATP protect -35%[inhibitor] and HTT aggregate -12%.
`CCOc1ccc(NC(=O)CN2C(=O)CSC(C)C2=O)cc1` (stereo unspecified) gave KDM4E inh 2%, Tau fluor cs -3%, Tau FP inhib 4%, ALDH1A1 inh 11%, Tau fibril ThT 0%, SMN2 splice up 9% and HTT aggregate 16%.

Source: PubChem BioAssay (National Center for Advancing Translational Sciences (NCATS))
